Screening results: PubChem, NMMLSC
CR mimetic SO – lowers age-related superoxide in aged yeast cells | S. cerevisiae aged cells, superoxide DHE fluorescence; hits give low values | superoxide response (% of plate mean), % at 10 µM | hit rate 0.18% among 330,000 | AID 2690;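 active means superoxide response under a set limit, about three screen SD below normal, cut at about 65% in these data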;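 further: yeast aged for seven days with compound at 30 °C before DHE staining; 100% = average MFI of all compound-treated wells on the plate with controls excluded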
GRK2 aptamer HTS – blocks RNA aptamer binding to human GRK2. inhibition of aptamer binding, % at 10 µM. P25098. bead flow cytometry, FAM-aptamer displacement from GRK2. hit rate 0.59% among 330,000;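 active means inhibition of aptamer binding above 40%, roughly 3 SD of noise, on plates passing a quality check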;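 further: median bead fluorescence of bound FAM aptamer so fluorescent compounds give negative values; no value below 0 was filed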
Target sequence (P25098 whole entry, looked up): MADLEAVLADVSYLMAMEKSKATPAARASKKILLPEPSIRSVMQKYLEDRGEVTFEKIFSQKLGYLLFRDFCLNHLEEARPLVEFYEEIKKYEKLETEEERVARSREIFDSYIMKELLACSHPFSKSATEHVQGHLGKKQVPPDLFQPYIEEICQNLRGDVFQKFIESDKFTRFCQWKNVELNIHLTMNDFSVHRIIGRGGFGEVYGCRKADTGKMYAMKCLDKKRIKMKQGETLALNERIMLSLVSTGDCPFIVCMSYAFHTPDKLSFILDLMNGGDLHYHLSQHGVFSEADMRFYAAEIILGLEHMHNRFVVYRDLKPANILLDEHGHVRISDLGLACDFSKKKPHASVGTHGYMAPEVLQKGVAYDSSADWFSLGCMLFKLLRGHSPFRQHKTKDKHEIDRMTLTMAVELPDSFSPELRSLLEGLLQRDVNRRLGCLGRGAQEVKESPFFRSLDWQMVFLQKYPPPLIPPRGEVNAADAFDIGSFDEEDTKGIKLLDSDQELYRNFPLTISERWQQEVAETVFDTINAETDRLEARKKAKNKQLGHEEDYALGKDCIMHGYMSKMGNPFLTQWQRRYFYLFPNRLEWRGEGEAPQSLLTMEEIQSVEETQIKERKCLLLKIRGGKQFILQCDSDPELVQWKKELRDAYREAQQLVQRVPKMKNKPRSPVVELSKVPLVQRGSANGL
LAP4-GFP MLPCN – alters LAP4-GFP fluorescence in TOR pathway yeast screen; GFP response vs DMSO, % at 10 µM; S. cerevisiae LAP4-GFP multiplex, flow cytometry GFP, 3 h; median GFP as percent of DMSO wells; hit rate 0.34% among 320,000; AID 2023;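 active means GFP response vs DMSO above a set limit, about the screen mean plus 3 SD, cut at about 150% in these data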
RPL19A TOR yeast – alters RPL19A-GFP fluorescence in TOR pathway yeast screen; hit rate 0.3% among 330,000; S. cerevisiae RPL19A-GFP strain, flow cytometry, 3 h; hits give low values; percent response vs DMSO, % at 10 µM;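 active means percent response vs DMSO below 50%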;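 further: median channel GFP fluorescence of the barcoded RPL19A-GFP strain; ratio of sample median GFP to plate DMSO average so 100% = DMSO; lower means less RPL19A-GFP as with rapamycin TOR inhibition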
VLA-4 inh – inhibition in a human VLA-4 binding assay; P13612; VLA-4 expressing cells, ligand binding flow cytometry; inhibition, % (about 7 µM as worked out from the volumes in the protocol); hit rate 0.2% among 330,000; AID 2557; in the data active means inhibition above about 50%
AGP1 TOR yeast – yeast TOR pathway AGP1-GFP modulation; S. cerevisiae AGP1-GFP multiplex flow cytometry, 3 h; GFP as percent of DMSO wells; GFP response vs DMSO, % at 10 µM; hit rate 0.02% among 320,000;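 active means GFP response relative to DMSO above a set limit, near screen average plus 3 SD, cut at about 150% in these data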;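 further: median GFP channel fluorescence of the gated AGP1 strain per well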
CIT2-GFP yeast – modulators of TOR pathway CIT2-GFP in S. cerevisiae. S. cerevisiae CIT2-GFP strain, flow cytometry, 3 h; 100 means same as DMSO wells. GFP response vs DMSO, % at 10 µM. hit rate 0.065% among 320,000;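 active means GFP response relative to DMSO above a set limit, near the screen mean plus 3 SD, cut at about 150% in these data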;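 further: ratio of well median GFP fluorescence to mean of DMSO wells on the plate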
MEP2 TOR yeast – alters MEP2-GFP fluorescence in TOR pathway yeast screen. S. cerevisiae MEP2-GFP strain, flow cytometry GFP, 3 h; 100% = DMSO control level. hit rate 0.51% among 330,000. GFP response vs DMSO, % at 10 µM;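 active means GFP response versus DMSO above a set limit, roughly screen mean plus 3 SD, cut at about 180% in these data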;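 further: median GFP fluorescence of the barcode-gated MEP2-GFP cells per well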
The depositor's hits bear a star; . = not tested or not shown; [ ] = remark or other dose.

Order of results: CR mimetic SO	GRK2 aptamer HTS	LAP4-GFP MLPCN	RPL19A TOR yeast	VLA-4 inh	AGP1 TOR yeast	CIT2-GFP yeast	MEP2 TOR yeast
COc1cccc(C(=O)C2CCCN(Cc3ccc4nsnc4c3)C2)c1 (stereo not given)
    81	1	95	98	35	100	95	103
CCCC(C)C1(CC)C(=O)NC(=Nc2ccccc2OC)NC1=O (stereo not given)
    106	0	96	94	14	94	100	102
O=C(Cc1ccccc1)OCc1ccccc1
    106	0	95	98	9	97	88	96
Cc1cccc(CS(=O)(=O)Cc2ccc(C(=O)N3CCC4(CC3)OCCO4)o2)c1
    89	0	100	101	21	99	104	102
CCCCn1c(=O)c(C(=O)Nc2ccccc2Cl)c(O)c2ccccc21
    98	1	81	100	8	91	102	101
COC(=O)C1=C(c2ccc(F)cc2OCc2ccccc2)C[C@@H]2CC[C@H]1N2C(=O)NCc1ccc([N+](=O)[O-])cc1
    109	3	104	100	-7	103	109	91
CP(=O)(Nc1ccccc1)C(Cl)(Cl)Cl (stereo not given)
    108	1	100	99	8	105	102	97
CN1C(=O)C(=Cc2ccc(-c3cccc(Cl)c3)o2)C(=O)N(C)C1=O
    93	0	136[may fluoresce green]	98[may fluoresce green]	-4	99[may fluoresce green]	91[may fluoresce green]	99[may fluoresce green]
C=CCC1(Nc2ccccc2)CC(C)N(C)CC1C (stereo not given)
    114	2	112	99	0	103	90	103
COc1cccc(NC2=NCCCS2)c1
    85	3	92	98	-5	95	105	103
S=P(Nn1cnnc1)(c1ccccc1)c1ccccc1
    99	0	94	103	0	100	102	102
CCCCn1nc(C)c(C(=O)O)c1Cl
    82	3	108	103	8	101	98	110
Cn1c(O)c(C(=Nc2ccccc2)SCc2ccc(Cl)cc2)c(=O)n(C)c1=O
    95	0	105	100	27	98	84	89
CN1CCN(C(=O)COc2ccc(N(C)S(=O)(=O)c3ccc(F)cc3)cc2)CC1
    94	0	106	98	5	103	103	99
Cc1ccccc1-n1c(-c2ccco2)nc2ccccc2c1=O
    108	1	105	101	-5	102	90	102
O=C1N=c2ccccc2=C/C1=C\c1c(O)[nH]c(=S)[nH]c1=O
    100	0	91	103	6	99	100	103
COc1ccc(/C=C2\C(=O)NC(=O)N(CCC3=CCCCC3)C2=O)c(OC)c1
    117	0	106	99	-3	89	80	82
C=CCN1CC[C@]23c4c5ccc(O)c4OC2C(O)C=CC3[C@H]1C5 (stereo not given in full)
    91	0	106	100	10	102	96	98
O=C(COc1ccc(Cl)cc1)N(c1ccccc1Cl)C1CN2CCC1CC2 (stereo not given)
    91	0	112	91	5	102	92	93
CCCCn1c(O)c(/C(C)=N/NC(=O)Nc2ccccc2)c(=O)[nH]c1=O
    90	0	142	126	14	125	111	113
O=C1NC(c2cccnc2)Nc2sc3c(c21)CCCC3 (stereo not given)
    101	1	89	97	18	94	86	88
CC(=O)N1CCCSC1=Nc1ccccc1
    98	2	100	98	0	101	93	98
CN(C)C(CNC(=O)Cc1c(Cl)cccc1Cl)c1ccccc1 (stereo not given)
    94	0	101	84	-7	95	84	86
C=C1C(=O)O[C@H]2[C@H]1[C@H](OC(=O)CC(=O)O[C@@H]1C[C@@H](C)[C@@H]3C=CC(=O)[C@@]3(C)[C@H]3OC(=O)C(=C)[C@H]13)C[C@@H](C)[C@H]1C=CC(=O)[C@]12C
    100	5	105	99	6	94	104	89
C=CCN1C(=O)/C(=C/c2cc(C)n(-c3cccnc3)c2C)C(=O)NC1=S
    102	1	108	89	4	105	92	119
Cc1[nH]c2ccccc2c1C(=O)C(=O)N1CCC2(CC1)OCCO2
    82	0	95	99	-1	95	97	103
CC1CN(c2ccc([N+](=O)[O-])cc2Cl)CCN1 (stereo not given)
    107	0	94	108	-35	101	103	103
COc1ccc(CCNCc2ccncc2)cc1
    103	0	90	85	5	80	84	90
C=CCn1c(O)c(C(C)=NCc2cc(OC)cc(OC)c2)c(=O)[nH]c1=O
    106	0	76	92	12	.	90	78
CC(=O)c1ccc(NC(=O)N2C[C@H]3C[C@@H](C2)c2cccc(=O)n2C3)cc1
    75	0	100	98	-8	103	106	105
CCC(C)N1C(=O)/C(=C\c2cc3c4c(c2)CCCN4CCC3)C(=O)NC1=S (stereo not given)
    97	0	108	106	-205	100	106	108
COc1cccc(Oc2coc3cc(OC(=O)N(C)C)ccc3c2=O)c1
    108	0	106	103	11	98	99	108
CCOc1ccccc1CN1C2CCC1CC(c1ccc(C)cc1)C2 (stereo not given)
    102	0	101	100	-8	104	104	105
CCn1cc(C(=O)c2cccs2)c2ccccc21
    84	0	108	98	4	97	93	104
COc1ccc(C2(c3cccc(O)c3OC)CCN(C(C)=O)CC2)cc1O
    87	1	126	102	9	91	99	102
c1ccc2c(N3CCNCC3)nsc2c1
    86	0	99	100	5	106	106	95
Cc1ccc(C)c(C2(O)CC(C)N(C)CC2C)c1 (stereo not given)
    92	0	102	105	5	102	104	108
CCC(=NCc1cccnc1)c1c(O)n(-c2ccc(C)cc2)c(=O)[nH]c1=O
    109	3	112	98	0	107	95	96
CCOC(=O)C1(CCOc2ccccc2)CCN(Cc2cccc(O)c2)CC1
    95	0	94	102	-1	99	111	107
CCCCn1c(C)c(C(=O)O)c2cc(OC)c3ccccc3c21
    67	0	96	102	-10	96	114	108
COc1ccc(CCNCc2ccc(SC)cc2)cc1
    75	0	102	103	6	105	109	105
O=C(N/N=C/c1c(O)n(Cc2ccc(F)cc2)c(=O)[nH]c1=O)c1ccccc1
    103	2	111	97	-2	101	115	102
Cc1cc(=O)oc2cc(OCC(=O)N3C[C@H]4C[C@@H](C3)c3cccc(=O)n3C4)ccc12
    104	0	106	99	19	103	98	108
O=C(c1ccc(Cl)cc1)N1CCC2(CC1)OCCO2
    101	0	93	100	4	96	102	102
O=c1[nH]c(=O)n(Cc2ccccc2Cl)c(O)c1C=Nc1ccc(F)cc1
    96	1	95	107	1	100	106	102
COc1cc(/C=C2\C(=O)NC(=O)N(c3ccccc3)C2=O)cc(OC)c1O
    90	0	99	99	14	98	99	99
CCN(CC)C(=O)c1ccc(NC(=O)COc2ccc(-c3nn(C)c(=O)c4ccccc34)cc2)cc1
    94	8	92	97	-4	92	94	101
Cc1ccccc1N1C(=O)NC(=O)/C(=C/c2ccc(N3CCOCC3)o2)C1=O
    95	2	132	113	-11	116	142	153
NS(=O)(=O)c1ccc(-c2ccc(C=C3C(=O)NC(=O)NC3=O)o2)cc1
    103	2	113	90	-6	81	88	104
CC(Cc1ccccc1)/[N+]([O-])=C\c1ccc(C(F)(F)F)cc1 (stereo not given)
    105	0	105	102	-29	92	110	91
COc1ccc(C2N3CC(C)(C)CN23)cc1 (stereo not given)
    104	1	95	102	8	101	99	103
CCN(CC)CCCC(C)N=C(c1ccccc1)c1c(O)n(C)c(=O)n(C)c1=O (stereo not given)
    105	1	107	102	-2	104	110	103
COC(=O)C1=C(c2cccc(OCc3ccccc3)c2)C[C@@H]2CC[C@H]1N2C(=O)NCc1ccccc1
    100	0	108	98	15	99	106	89
COc1ccccc1OCC(=O)N1CCCC(N2CCN(c3ccc(F)cc3)CC2)C1 (stereo not given)
    105	2	69	109	8	96	111	102
CCCCn1c(O)c(C(CC)=NCCN2CCOCC2)c(=O)[nH]c1=O
    96	0	105	102	3	91	111	110
Cc1cccc(NC(=O)C(C)N2CC=C(c3ccccc3)CC2)c1 (stereo not given)
    91	0	98	99	-8	102	104	102
Cc1ccsc1C(=O)C1CCCN(CCO)C1 (stereo not given)
    90	2	99	93	5	97	95	94
CCCCCCn1c(O)c(/C=N/N2CCCCCC2)c(=O)[nH]c1=O
    90	1	108	101	3	110	101	98
Cc1ncc(CN2CCCC(C(=O)c3cccc(OC(C)C)c3)C2)s1 (stereo not given)
    100	14	96	106	4	104	101	105
Cn1c(O)c(C=NCCN2CCNCC2)c(=O)n(C)c1=O
    104	8	83	90	8	87	.	89

In the list so far, two contain a nitro group on carbon:
Order of results: CR mimetic SO	GRK2 aptamer HTS	LAP4-GFP MLPCN	RPL19A TOR yeast	VLA-4 inh	AGP1 TOR yeast	CIT2-GFP yeast	MEP2 TOR yeast
COC(=O)C1=C(c2ccc(F)cc2OCc2ccccc2)C[C@@H]2CC[C@H]1N2C(=O)NCc1ccc([N+](=O)[O-])cc1
    109	3	104	100	-7	103	109	91
CC1CN(c2ccc([N+](=O)[O-])cc2Cl)CCN1 (stereo not given)
    107	0	94	108	-35	101	103	103

Other entries
Order of results: CR mimetic SO	GRK2 aptamer HTS	LAP4-GFP MLPCN	RPL19A TOR yeast	VLA-4 inh	AGP1 TOR yeast	CIT2-GFP yeast	MEP2 TOR yeast
Cc1cccnc1-n1c(CN2C(=O)c3ccccc3C2=O)nc2ccccc2c1=O
    106	0	106	101	5	97	87	96
CCC(CC)N1CCN(C(=O)Cc2ccccc2)CC1
    95	1	102	98	-1	105	110	105
C#C[C@@]1(O)CCC2C3CCC4=C/C(=N/OCC(=O)NC(C(=O)NC(CC(C)C)C(=O)O)C(C)C)CC[C@]4(C)C3CC[C@@]21C (stereo not given in full)
    101	0	136	107	-36	97	110	142
O=C(Cn1ncc2ccccc21)N1CCC2(CC1)OCCO2
    75	0	103	110	6	111	109	114
CN1CCc2cc3c(cc2[C@H]1[C@@H]1OC(=O)c2c1ccc1c2OCO1)OCO3
    107	0	120	96	41	87	89	103
O=C(O)CCn1cc(C=C2C(=O)NC(=S)NC2=O)c(-c2ccccc2)n1
    85	1	93	98	20	90	101	93
CCCCOP(=O)(CN1CCOCC1)OCCCC
    106	1	98	96	91*	99	101	101
COC(=O)C1=C(c2cccc(OCc3ccccc3)c2)C[C@@H]2CC[C@H]1N2C(=O)NCCOc1ccc(OC)cc1
    97	38	100	99	-9	98	108	91
O=C(C1CCC(=O)N1C1CCCC1)N1CCC2(CC1)OCCO2 (stereo not given)
    96	1	105	98	7	100	99	104
C[C@@H]1CC2C3CC=C4C[C@@H](O)CC[C@]4(C)C3CC[C@]2(C)[C@H]1O (stereo not given in full)
    105	22	102	94	11	93	92	90
C=COCCn1c(C)c(C(C)=O)c2cc(O)ccc21
    89	2	95	99	6	99	89	93
CC(C)N(Cc1ccco1)/N=C/c1c(O)n(Cc2ccccc2)c(=O)[nH]c1=O
    117	3	95	96	-8	94	94	89
CC(=NCCCn1ccnc1)c1c(O)n(C2CCCCC2)c(=O)[nH]c1=O
    108	0	106	97	11	100	88	95
CC(=O)N(C1=NCCCS1)c1ccc(Cl)cc1
    99	0	106	97	-5	95	91	91
COc1cc2c(cc1OC)C13CCN4CC5=CCOC6CC(=O)N2C1C6C5CC43 (stereo not given) (tested in a mixture with another compound)
    118	5	104	103	13	107	99	107
O=c1[nH]c(=O)n(Cc2ccccc2)c(O)c1C=NCCCO
    99	3	92	99	5	100	102	97
COC(=O)C1=C(c2ccc(OC)c(OC)c2)C[C@@H]2CC[C@H]1N2C(=O)NC(C)C
    95	0	100	94	0	97	93	93
CCCOc1ccc(N2C(=O)CC(N3CC=C(c4ccccc4)CC3)C2=O)cc1 (stereo not given)
    90	5	101	98	5	105	100	98
COc1ccc(OC)c(N=Cc2c(O)n(Cc3ccccc3)c(=S)[nH]c2=O)c1
    114	0	107	102	-9	105	106	102
O=C(c1ccc(Cl)cc1)C1CCCN(Cc2cccc3cccnc23)C1 (stereo not given)
    93	0	94	103	10	96	96	96
O=C(O)CC1OCC=C2CN3CCC45c6ccccc6NC4C1C2CC35 (stereo not given)
    96	3	98	100	-8	103	114	102
CN(C(=O)Oc1ccc(C(=O)c2ccc(Cl)cc2)cc1)c1ccccc1
    95	5	89	102	6	98	96	95

This is a subset; count on the stated rates, not on these rows.
